# Compound activity as filed in PubChem BioAssay.
# ABHD5-PLIN5 inh: inhibitors of human ABHD5-perilipin-5 interaction; 360,000 compounds, 0.78% hits; Q00G26+Q8WTS1; Split G. princeps luciferase complementation, luminescence, 4 h; inhibition, % at 4 µM;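 active = inhibition above the mean inhibition across every tested compound plus 3 SD, cut at about 22% in these data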;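 also: 0% = DMSO only wells and the 100% control is not disclosed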
# Target sequence (Q00G26 whole entry, looked up): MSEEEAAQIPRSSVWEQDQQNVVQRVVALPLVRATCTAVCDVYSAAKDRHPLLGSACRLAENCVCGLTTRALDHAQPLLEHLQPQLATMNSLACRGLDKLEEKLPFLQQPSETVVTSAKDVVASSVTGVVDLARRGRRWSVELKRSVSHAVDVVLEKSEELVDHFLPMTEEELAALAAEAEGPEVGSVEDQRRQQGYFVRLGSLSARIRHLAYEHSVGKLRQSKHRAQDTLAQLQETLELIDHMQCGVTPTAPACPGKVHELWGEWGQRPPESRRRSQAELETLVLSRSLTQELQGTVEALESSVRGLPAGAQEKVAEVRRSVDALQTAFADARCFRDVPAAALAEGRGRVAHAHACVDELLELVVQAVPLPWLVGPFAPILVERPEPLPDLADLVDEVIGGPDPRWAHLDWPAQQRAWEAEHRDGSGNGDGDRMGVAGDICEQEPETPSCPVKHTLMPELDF
# Target sequence (Q8WTS1 whole entry, looked up): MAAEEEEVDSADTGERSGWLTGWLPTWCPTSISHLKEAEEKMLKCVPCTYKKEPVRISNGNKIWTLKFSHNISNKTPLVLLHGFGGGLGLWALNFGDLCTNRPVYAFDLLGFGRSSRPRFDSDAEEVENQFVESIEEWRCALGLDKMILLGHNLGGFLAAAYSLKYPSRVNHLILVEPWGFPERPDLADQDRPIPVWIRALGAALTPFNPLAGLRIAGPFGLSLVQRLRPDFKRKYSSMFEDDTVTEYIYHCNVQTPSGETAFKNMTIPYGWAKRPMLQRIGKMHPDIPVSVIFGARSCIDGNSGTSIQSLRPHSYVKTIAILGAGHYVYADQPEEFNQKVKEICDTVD
# m5-HT2A agonist: mouse HTR2A agonism via beta-arrestin recruitment; 360,000 compounds, 0.66% hits; CHO-K1 mHTR2A beta-arrestin complementation, luminescence; percent of 30 µM serotonin response; activation, % at 7.6 µM;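 active = activation above a run cutoff, the mean activation of all tested compounds plus 3 SD, cut at about 14% in these data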;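 also: 0% = plate median of compound wells and 100% = 30 µM serotonin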
# Cardio protect: modulators protecting cardiomyocytes from myocardial damage; H9c2 cardiomyocytes, H2O2 injury protection, ATPLite, 2 h; protection from H2O2 cell death, % at 20 µM; 360,000 compounds, 0.63% hits;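 active = compounds giving at least 50% protection of heart cells from peroxide-induced death in the single-dose screen, raw or plate-pattern-corrected value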;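 also: 0% = DMSO wells with peroxide and 100% = DMSO wells without peroxide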
# Granule exo inh: blocks lytic granule exocytosis; TALL-104 LAMP-1 surface exposure, flow cytometry; cells stimulated with thapsigargin and PMA; inhibition, % at 10 µM; 360,000 compounds, 0.66% hits;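 active = inhibition above about 55%, limit read from the data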
# N-glyco inh: blocks N-linked glycosylation in D54 reporter cells; AID 588692; 360,000 compounds, 0.23% hits; D54 ERlucT glycosylation luciferase reporter, 24 h; percent of 100 nM tunicamycin response; reporter increase, % at 12.5 µM;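 active = mean luciferase reporter signal, scaled so untreated is 0 and the glycosylation-blocking control 100, at or above a set limit in every replicate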;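 also: luciferase carries N-glycosylation sites so blocking glycosylation raises the light; 0% = median of neutral control wells and 100% = median of 100 nM tunicamycin wells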
# MC4R antagonist: human MC4R antagonism in cAMP assay. P32245. MC4R-expressing cells, MTII-stimulated cAMP, LANCE TR-FRET. inhibition, % at 6.5 µM. 360,000 compounds, 0.48% hits. AID 540295;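 active = inhibition above its plate's cutoff, the mean of tested wells on that plate plus 3 SD, cut at about 29% in these data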;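 also: 0% = Melanotan II alone and 100% = Melanotan II plus saturating MCL0020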
#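 System – human MC4R-expressing U2OS cells · Also added – Melanotan II · Dosing – one concentration, 6.5 µM nominal · Timing – 30-min compound, 1-h challenge, 1-h detection, room temperature · Measured by – Eu-cAMP/anti-cAMP TR-FRET, emission 671 nm · Replicates – singlicate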
# MC4R ag barr: activates human MC4R beta-arrestin recruitment. P32245. U2OS MC4R beta-arrestin complementation, luminescence; percent of melanotan II response, DMSO zero. activation, % at 8.9 µM. 360,000 compounds, 0.98% hits;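 active = activation above a per-plate cutoff, the mean activation of sample wells on that plate plus 3 SD, cut at about 8% in these data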
# ABCB6 inh MLPCN: human ABCB6 transporter inhibition. fluorescence ratio to DMSO, % at 10 µM. Q9NP58. K562-ABCB6 porphyrin accumulation, flow cytometry, 1 h; hits give low values. 360,000 compounds, 0.19% hits;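 active = fluorescence ratio to DMSO below 75%, the collection mean minus 3 SD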;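 also: signal is porphyrin accumulated inside mitochondria; 100% equals median channel fluorescence of DMSO control wells; lower ratio means ABCB6 inhibition with less porphyrin fluorescence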
# aDG glyco up: alpha-DG glycosylation activation | Pro5-aDG cells, alpha-DG glycosylation AlphaScreen (IIH6); 0% Pro5, 100% B10-LARGE cell signal | activation, % at 10 µM | 360,000 compounds, 0.22% hits | AID 624168;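 active = activation of at least 8% versus controls, or a plate z-score of at least 8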;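 also: Pro5 are CHO cells carrying HIG-tagged alpha-DG that lacks glycosylation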
# hiPSC survival: increases survival of single human iPS cells; AID 602274; survival enhancement, % at 20 µM; 360,000 compounds, 0.044% hits; hiPSC single-cell survival, ATPlite luminescence; 100% = ROCK inhibitor wells, 0% = DMSO; in the data active = survival enhancement above about 18%;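 also: cells exposed to compounds for 16 hours before the ATP read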
# * = called active by the depositor; · = not tested or not shown; & = joins results of further samples. Some of the compounds tested; the hit share may differ from the screen's.
compound	ABHD5-PLIN5 inh	m5-HT2A agonist	Cardio protect	Granule exo inh	N-glyco inh	MC4R antagonist	MC4R ag barr	ABCB6 inh MLPCN	aDG glyco up	hiPSC survival
COC(=O)CC(=O)c1ccc2c(c1)OCO2	-2	-3	1	-1	3	7	1.7	97	-0.2	-0.4
COC(=O)C(O)(c1ccc(N(C)C(=O)OC(C)C)cc1)C(F)(F)F (configuration not stated)	4	0	-3	-5	0	-5	2.6	95	0.3	-1.7
Cc1cccc(N=Cc2c(O)n(-c3ccccc3C)c(=O)[nH]c2=O)c1	0	8	7	1	0	-2	-1.5	96	-0.2	1.2
O=c1[nH]c2ccccc2n1C1CCN(C(c2ccccc2OC(F)(F)F)c2nnnn2-c2ccc3c(c2)OCCO3)CC1 (configuration not stated)	18	15*	-1	10	-10	·	·	90	-0.5	-0.5
COc1cc(NC(=O)CN2C3CCC2CC(O)(c2cccnc2)C3)cc(OC)c1 (configuration not stated)	1	2	-3	3	-2	1	-1.0	91	-0.3	-2.4
COc1cccc(O)c1CN1CCCC(C(=O)c2sccc2C)C1 (configuration not stated)	4	-5	-3	1	2	-3	-0.5	93	0.5	-0.5
O=C1NC(=O)C2(Cc3c(nc4ccccn4c3=O)N3CCCCCC32)C(=O)N1Cc1ccccc1 (configuration not stated)	3	-2	15	2	-1	0	-1.0	94	-0.5	1.6
O=Cc1c(C(=O)O)n(Cc2ccccc2F)c2ccccc12	-5	-3	8	1	1	26	-0.1	102	0.0	1.1
c1cc2c(cc1-c1ccc3c(c1)OCO3)CNCc1cnnn1-2	4	-5	10	2	1	·	·	102	0.2	-1.3
CCCCN1C(=N)C(CC)(CC)C(=O)NC1=O	4	3	12	-1	0	8	0.6	97	0.0	2.4
COc1ccc([N+](=O)[O-])cc1N=Cc1c(O)n(CCc2ccccc2)c(=O)n(C(C)C)c1=O	-14	0	10	2	-3	2	-1.2	98	0.4	-2.0
CC(=O)Nc1cc(C(=O)N2CCC3(CC2)OCCO3)ccc1S(=O)(=O)c1ccc(C)cc1	0	-1	1	-5	0	-6	-1.6	99	0.0	2.5
Cc1ccsc1C(=O)C1CCCN(Cc2cccc(OCCO)c2)C1 (configuration not stated)	4	-1	0	0	0	2	-3.7	99	-0.2	0.6
C[C@H]1[C@@H](c2ccccc2)O[C@@H](c2ccccc2Br)N1C	6	-2	4	-5	3	1	-0.7	92	-0.4	2.5
COC(=O)c1cc2c(s1)=NC=NP=2(N1CCOCC1)N1CCOCC1	-5&-5	4&1	1&-4	-1&0	2&0	4&3	-1.3&-0.7	102&86	0.0&0.1	-2.2&-1.0
CCOC(C(=O)OCCCN(CC)CC)(c1ccccc1)c1ccccc1	14	-2	-9	6	-2	-1	0.1	88	0.1	0.0
COP(=O)(OC)C(NC(=O)/C=C/c1ccccc1)C(Cl)(Cl)Cl (configuration not stated)	0	19*	2	-4	0	0	-0.5	89	0.3	-2.2
CC1(CCl)CN1S(=O)(=O)c1ccccc1 (configuration not stated)	2	1	2	-1	10	21	4.0	95	0.1	-0.9
O=C1NCN(c2ccccc2)C12CCN(C(c1nnnn1C1CCCCC1)C1CC1)CC2 (configuration not stated)	-1	10	7	-4	-2	·	·	91	0.1	-3.3
CCCCc1nc2ccccc2c(=O)n1-c1ccccc1[N+](=O)[O-]	-4	0	3	-1	-2	5	1.6	96	0.1	0.1
CC(=O)c1c(C)n(CCCOC(C)C)c2ccc(O)cc12	-4	-1	6	-1	1	-3	-0.1	103	0.5	2.2
CN1CCC(C)(O)C2CCCCC21 (configuration not stated)	2	1	-8	8	3	14	-0.8	92	-0.5	-0.4
C=CCn1c(O)c(C(C)=NC2CC2)c(=O)[nH]c1=O	3	5	9	-3	3	3	-0.2	102	-0.1	1.0
O=C1NCN(c2ccccc2)C12CCN(C(c1cccs1)c1nnnn1C1CCCCC1)CC2 (configuration not stated)	-2	-3	4	1	-3	·	·	95	0.1	-0.7
Cc1cc(NCCN)nc2ccccc12	2	1	15	1	1	-4	-0.7	98	0.4	1.9
CCOC(=O)c1cc2c(cn1)[nH]c1ccccc12	-1	1	-8	3	2	4	0.6	100	1.8	-2.4
COc1ccc(NP(=O)(Nc2ccc(OC)cc2)Oc2ccccc2)cc1	2	-4	0	-4	-1	16	-3.6	96	-0.3	0.9
COc1cc(/C=C2/C(=O)NC(=O)N(c3ccc(C)cc3)C2=O)cc(OC)c1OC	21	6	2	4	2	17	1.5	100	-0.1	-0.6
COc1ccc(CCN(C)Cc2c(F)cccc2F)cc1OC	2	9	0	3	1	0	1.0	92	-0.1	-1.3
CCN(C(=O)Oc1ccccc1)c1ccc(C(O)(C(=O)OC)C(F)(F)F)cc1 (configuration not stated)	-11	2	2	-2	-2	18	5.2	99	0.2	2.6
CCOC(=O)CNC(=O)N1Cc2ccccc2-n2nncc2C1	3	5	2	0	2	-4	1.6	101	0.4	0.8
COC(=O)C1=C(N)OC(C)=C(C(C)=O)C12C(=O)N(C)c1ccccc12 (configuration not stated)	0	5	1	1	0	-1	0.3	98	0.2	-0.7
CC(=O)c1c(O)n(C)c(=S)n(-c2ccccc2)c1=O	5	-6	-2	0	5	7	-1.5	104	0.0	3.4
Cn1cccc1/C=C1/C(=O)NC(=O)N(Cc2ccc(F)cc2)C1=O	4	-2	15	34	11	-17	-1.8	101	0.2	-0.5
Cc1ccc(-n2c(O)c(C=N)c(=O)n(-c3ccc(C)cc3)c2=O)cc1	0	1	-2	-7	1	16	-1.2	95	0.0	0.8
COc1ccccc1C1=NCc2nnc(CSC)n2-c2ccc(Cl)cc21	3	7	1	3	2	2	2.5	101	0.0	2.8
Cn1cccc1/C=C1/C(=O)NC(=S)N(Cc2ccc(F)cc2)C1=O	9	-6	-5	58*	1	5	-3.9	96	0.5	-0.6
Cc1cc(N(CCCl)CCCl)ccc1C=NNC(=O)c1cccnc1	6	-3	10	-3	-3	-10	0.4	99	-0.2	2.0
O=C1CC(=O)N(c2cccc(Cl)c2)C(=O)N1	20	1	2	-1	1	2	0.7	110	-0.2	-0.6
CC(=O)NC(Cc1ccc(N(CCCl)CCCl)cc1)C(=O)NC(C(=O)O)C(C)C (configuration not stated)	3	5	2	1	0	0	-2.4	93	0.5	2.9
CC(c1ccccc1F)n1cc(C(=O)Nc2ccc3nc[nH]c3c2)nn1 (configuration not stated)	-3	-3	-12	-2	-3	6	-1.9	97	0.2	1.7
CCOC(=O)c1c(C)n(Cc2ccccc2)c2ccc(OCC(O)Cn3nc(C)cc3C)cc12 (configuration not stated)	5	-3	11	0	-7	14	1.2	98	0.0	4.1
O=C(COc1ccc2c3c(c(=O)oc2c1)CCC3)N1C[C@H]2C[C@@H](C1)c1cccc(=O)n1C2	1	0	-1	-4	4	13	-0.8	98	0.3	1.4
Cc1c(C(c2ccc(F)cc2)c2c(O)c3ccccc3oc2=O)c(=O)n(-c2ccccc2)n1C (configuration not stated)	1	6	16	4	0	8	1.3	104	-0.4	-1.6
CC1=CC(=C2C(=O)NC(=O)NC2=O)C=C(C(F)(F)F)N1Cc1ccccc1	-4	-1	-7	-1	3	2	-2.3	100	0.6	0.8
COC(=O)C1=COC(C)C2CN3CCC4(C(=O)Nc5ccccc54)C3CC12 (configuration not stated)	-6	-1	-2	1	-4	0	-0.2	96	0.2	4.7
O=[N+]([O-])c1ccc(N2CCCC2)cc1N/N=C1\CN2CCC1CC2	5	-5	5	-2	10	-8	-1.9	93	-0.1	-1.3
CCN(CC)C(=O)COc1cc(C)cc2oc(=O)c3c(c12)CCCC3	0	14*	4	-4	1	8	0.4	100	-0.1	-0.3
CC12CC[C@H]3[C@@H](CCC4(O)C[C@H](O)CCC34/C=N/NC(=O)c3ccccc3F)C1(O)CCC2C1=CC(=O)OC1 (some centres not stated)	3	2	4	3	12	8	1.8	107	0.0	0.6
COc1ccc(-c2nc(CSCC(=O)N3CCC4(CC3)OCCO4)c(C)o2)cc1OC	-1	0	3	-1	1	3	-0.8	102	-0.3	2.3
COC(=O)C1=C(c2ccc(F)cc2OCc2ccccc2)C[C@@H]2CC[C@H]1N2C(=O)NCCOc1ccccc1	4	-8	7	7	-6	21	-0.6	97	0.1	-2.5
COc1cc(C(c2c(C)[nH]n(-c3ccccc3)c2=O)c2c(C)[nH]n(-c3ccccc3)c2=O)cc(OC)c1OC	4	4	-2	-3	7	9	-0.2	97	-0.2	1.0
O=C(Cn1cnc2ccccc2c1=O)NCC(=O)N1CCC2(CC1)OCCO2	1	5	-5	-1	2	-7	-0.4	100	0.2	-2.7
O=P(N1CC1)(N1CC1)N1CCc2ccccc21	0	1	2	-2	-2	0	-1.0	98	0.9	-1.9
CCOc1cc2c(cc1OCC)-n1cccc1C(c1ccc(OC)c(OC)c1)NC2 (configuration not stated)	-5	-1	-8	-1	-1	8	1.2	98	0.2	-0.1
O=[N+]([O-])c1[nH]cnc1Br	6	0	-3	-1	-1	7	-0.1	101	-0.1	3.6
CCC(C)N1C(=O)/C(=C\c2ccc(N3CCCCCC3)cc2)C(=O)NC1=S (configuration not stated)	-8	-1	-4	-2	2	-1	-1.5	127	-0.1	1.8
CCOP(=O)(OCC)C(O)c1ccc2c(c1)OCO2 (configuration not stated)	4	-2	2	-12	0	12	-1.3	96	0.1	0.4
CCC1(C(=O)c2ccccc2)C2c3ccccc3OC(=O)C21C(C)=O (configuration not stated)	2	5	4	-5	-1	13	-1.7	98	0.1	-0.6
Cc1ccc(C(O)(c2ccc(C)c(C)c2)C2CN3CCC2CC3)cc1C (configuration not stated)	5	-7	-12	-6	2	10	0.3	98	0.4	1.8

# The list goes on.
compound	ABHD5-PLIN5 inh	m5-HT2A agonist	Cardio protect	Granule exo inh	N-glyco inh	MC4R antagonist	MC4R ag barr	ABCB6 inh MLPCN	aDG glyco up	hiPSC survival
CN(C)C(=O)Oc1cccc(NC(=O)N2CCOCC2)c1	-7	-1	0	5	0	-1	-0.7	99	-0.2	2.4
O=CNc1ccc(OP(=O)(Oc2ccccc2)Oc2ccccc2)cc1	-4	-6	4	-5	-2	4	-1.0	90	-0.1	0.0
O=C1NC(=O)C(CCOc2ccccc2)(CCc2ccccc2)C(=O)N1	-3	3	1	-2	0	9	1.1	89	0.1	2.3
CN1C2CCC1/C(=C/c1ccccn1)C(=O)/C2=C\c1ccccn1	98*	0	-8	64*	-20	6	-1.7	96	-0.5	34*
COc1ccc2c(c1)/C(=C/c1cnc[nH]1)C(=O)N2	-1	2	7	-1	14	-21	-2.3	98	0.9	-3.1
CCN(CC)CCCOC(=O)C(OC(C)C)(c1ccccc1)c1ccccc1	16	-25	8	11	-3	-3	6.4	89	0.0	-1.2
COc1cc(/C=C/c2nc3ccccc3c(=O)n2-c2ccccc2O)ccc1O	4	5	50*	11	1	21	0.4	180	-0.4	-0.2
